GSH fluor = GSH bead compound fluorescence profile; GSH beads flow cytometry, compound fluorescence 488/530 nm; stronger effect = higher value; fluorescence (KMESF) at 10 µM; 190,000 tested, 0.25% active; AID 1776; in the data active = fluorescence above about 89;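 note: glutathione beads carrying GST-tagged Bcl family fusion proteins plus one bare bead set; values are compound well signal with DMSO vehicle wells as background; inactives centre near 16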
Mcl-1 Bim block = disrupts Bim peptide binding to human Mcl-1; Q07820; Bead-based flow cytometry, Bim peptide-Mcl-1 binding; inhibition, % at 10 µM; 190,000 tested, 0.1% active; AID 1009;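 note: 0% = no compound tracer wells and 100% = peptide blocker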
Bim-Bcl-B = disrupts Bim peptide binding to human Bcl-B; Q9HD36; bead-based flow cytometry; inhibition, % at 10 µM; 190,000 tested, 0.073% active; AID 951;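 note: 0% = tracer peptide without compound and 100% = reference inhibitor peptide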
Target sequence (Q9HD36 whole entry, looked up): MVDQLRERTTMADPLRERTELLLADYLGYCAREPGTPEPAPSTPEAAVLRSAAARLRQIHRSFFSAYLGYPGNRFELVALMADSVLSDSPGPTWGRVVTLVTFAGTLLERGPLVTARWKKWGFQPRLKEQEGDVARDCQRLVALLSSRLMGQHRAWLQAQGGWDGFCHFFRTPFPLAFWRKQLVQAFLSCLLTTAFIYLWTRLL
RGS8-Gao = modulates binding of RGS8 to human Galphao. 220,000 tested, 0.34% active. response (percent of control binding), % at 10 µM. P09471. multiplexed bead flow cytometry; actives lie on both sides. AID 1423; in the data active = response below about 60% or above about 140%; inactive = in between;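 note: Galphao activated as the GDP aluminium fluoride complex binding bead-coupled RGS8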
Bim-Bcl-W = disrupts Bim peptide binding to human Bcl-W; Q92843; bead-based flow cytometry; inhibition, % at 10 µM; 190,000 tested, 0.02% active; AID 952;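 note: 0% = bound tracer without compound and 100% = peptide blocker; higher means less fluorescent Bim peptide bound to Bcl-W beads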
Target sequence (Q92843 whole entry, looked up): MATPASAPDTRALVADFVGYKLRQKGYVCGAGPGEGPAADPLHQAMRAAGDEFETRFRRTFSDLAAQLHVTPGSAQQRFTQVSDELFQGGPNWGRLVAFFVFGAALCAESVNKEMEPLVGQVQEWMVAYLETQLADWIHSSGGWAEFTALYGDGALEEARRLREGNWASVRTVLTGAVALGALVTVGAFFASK
RGS4-Gao reg = human RGS4-Galphao interaction regulation; P09471; Multiplexed bead flow cytometry, RGS4-Galphao binding; actives lie on both sides; binding response (% of control), % at 10 µM; 220,000 tested, 0.33% active; AID 1415; in the data active = binding response below about 49% or above about 150%; inactive = in between;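 note: fluorescent Galphao activated with aluminum fluoride binding bead-coupled RGS4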
Bim-Bcl-2 = disrupts Bim peptide binding to human Bcl-2; P10415; Bead-based flow cytometry, Bim peptide-Bcl-2 binding; inhibition, % at 10 µM; 190,000 tested, 0.06% active; AID 950; in the data active = inhibition above about 40%; inconclusive = no clear call, values can overlap the other calls;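 note: 0% = no compound wells with probe peptide and 100% = reference peptide inhibitor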
Target sequence (P10415 whole entry, looked up): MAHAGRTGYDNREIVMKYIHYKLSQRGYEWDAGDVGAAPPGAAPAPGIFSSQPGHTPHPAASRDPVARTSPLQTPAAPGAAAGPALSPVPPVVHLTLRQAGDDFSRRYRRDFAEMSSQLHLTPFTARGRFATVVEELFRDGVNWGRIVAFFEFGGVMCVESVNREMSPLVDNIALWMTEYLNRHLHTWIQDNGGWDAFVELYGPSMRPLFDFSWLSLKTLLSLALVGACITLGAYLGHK
RGS7-Gao = modulates binding of RGS7 to human Galphao; Multiplexed bead flow cytometry; actives lie on both sides; binding response (% of control), % at 10 µM; 220,000 tested, 0.35% active; AID 1439; in the data active = binding response below about 49% or above about 150%; inconclusive = no clear call, values can overlap the other calls; inactive = in between;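 note: fluorescent Galphao held in activated GDP-AlF4 state binding bead-coupled RGS7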
Mcl1 Bid PPI = disrupts binding of human Mcl-1 to Bid peptide; Q07820; TR-FRET Mcl-1/Bid-Dy647 peptide binding, 1536-well; inhibition, % at 21.7 µM; 220,000 tested, 0.97% active; AID 1021;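 active = compounds that cut the binding signal by more than half at the single screening dose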;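 note: His-tagged Mcl-1 with europium anti-His antibody binding Bid BH3 peptide; 0% = Mcl-1 plus peptide wells and 100% = peptide-only wells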
Bfl-1 Bim block = disrupts Bim binding to human Bfl-1. Q16548. Bead-based flow cytometry, Bim-Bfl-1 binding inhibition. inhibition, % at 10 µM. 190,000 tested, 0.12% active;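 note: 0% = wells without compound plus tracer and 100% = blocker peptide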
Bcl-XL Bim block = human Bim-Bcl-XL interaction inhibition; Bim peptide-Bcl-XL binding, bead flow cytometry, fluorescence; inhibition, % at 10 µM; 190,000 tested, 0.04% active; AID 1007
Target sequence (Q07817 whole entry, looked up): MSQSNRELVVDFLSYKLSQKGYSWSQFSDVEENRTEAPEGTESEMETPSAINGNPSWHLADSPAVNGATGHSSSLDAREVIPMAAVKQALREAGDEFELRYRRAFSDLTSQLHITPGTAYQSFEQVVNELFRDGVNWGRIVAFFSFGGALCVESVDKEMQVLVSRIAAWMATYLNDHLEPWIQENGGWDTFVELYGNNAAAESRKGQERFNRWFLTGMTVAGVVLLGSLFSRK
* hit, by the source's call; ? = inconclusive. Cut-off read from the data, not from the text of the source, unless noted: active = inhibition above about 40%.

Bcl-XL Bim block	RGS4-Gao reg	RGS7-Gao	Bfl-1 Bim block	Mcl-1 Bim block	RGS8-Gao	Bim-Bcl-W	Bim-Bcl-2	Bim-Bcl-B	GSH fluor	Mcl1 Bid PPI	SMILES
-1	99	102	-1	-1	101	-1	0	-2	10	-84	CCC1(C)Cc2ccccc2/C(=C/C(=O)N2CCCCC2)N1 (stereo not drawn)
-2	99	101	0	0	101	0	0	1	23	-30	O=C(CN1CCC(n2nnc3cc(F)ccc32)CC1)N1CCc2ccccc2C1
0	102	?	-1	0	101	0	-1	-2	13	0	CC(C)c1ccc(NC(=O)COc2ccccn2)cc1
-1	101	103	-2	0	100	-1	1	-1	26	3	CCCc1nc2ccccc2c(=O)n1NC(=O)c1c(O)c2ccccc2n(C)c1=O
-15	100	103	-10	-1	101	0	-8	-8	31	-1	O=S(=O)(c1cc(Cl)ccc1Br)N1CCOCC1
-1	105	98	-7	0	100	0	-6	-2	41	19	Cc1ccccc1S(=O)(=O)Nc1nc2ccccc2nc1NCCO
-6	98	101	-2	-2	102	-4	-2	-1	10	-25	O=C(OC1Cn2c(=O)ccc(=O)n2C1)c1ccc([N+](=O)[O-])cc1
-6	103	98	-17	-2	101	0	-7	-8	38	-9	CN(C)/C=C1/C=C(c2ccccc2)OC1=O
2	102	99	-7	4	107	1	-2	-6	11	-9	COc1cccc2[nH]c3c(N4CCC(C(N)=O)CC4)ncnc3c12
0	110	120	0	0	132	0	1	-1	5	19	O=C(CNCCN1CCOCC1)Nc1ccccc1Sc1ccccc1
0	93	101	0	-2	95	-2	-7	-4	22	4	COCCN1Cc2cccc(C(=O)Nc3cccc(OC)c3)c2C1=O
0	93	95	-3	2	99	0	-4	0	21	-19	CCOc1cc(C)c(-c2onc(C(F)(F)F)c2-c2csc(C)n2)c(O)c1
-6	100	95	-16	-3	100	-5	-6	-7	21	2	Cc1cc(=O)[nH]c(SCC(=O)Nc2nc(-c3ccccc3)cs2)n1
-2	100	111	5	0	101	1	1	0	9	-18	C/C(=N\NC(=O)Cn1nnc2ccccc21)c1ccco1
3	88	82	16	4	78	13	16	-2	6	18	O=S(=O)(Nc1cc(Sc2ncn[nH]2)c(O)c2ccccc12)c1ccccc1
0	92	101	-1	2	96	1	4	-1	24	-7	O=C(CSc1nnnn1C1CCCCC1)NNC(=O)c1ccco1
-9	95	95	-5	1	100	0	-4	-8	34	-30	O=C(COC(=O)Cc1cccc(C(F)(F)F)c1)NCC1CCCO1 (stereo not drawn)
-2	99	98	-2	-3	100	-4	-6	-4	25	-29	CCC(=O)Nc1ccccc1C(=O)OCc1ccc(C(=O)c2ccccc2)cc1
-3	110	109	-7	-2	101	-3	-6	-6	15	-8	COc1cccc(/C=C/C(=O)OCC(=O)Nc2ccc(Cl)c(S(=O)(=O)N(C)C)c2)c1
0	90	99	-4	0	98	0	0	-8	22	-7	CCOc1ccc(/C=N/n2c(SC)nnc(C(C)(C)C)c2=O)cc1
-3	101	100	-15	-1	102	-1	-5	-12	29	-49	CCCS(=O)(=O)N1CCC(C(=O)N2CCN(C(=O)OCC)CC2)CC1
-6	97	99	0	-3	104	-4	5	-6	9	-7	COC(=O)c1sccc1NC(=O)/C=C/c1ccc(Cl)cc1Cl
-11	96	96	-21	-6	99	0	-11	-8	36	5	Clc1cccc(-c2nnc(SC/C=C/c3ccccc3)n2Cc2ccco2)c1
0	98	97	2	0	99	0	0	-3	14	5	Cc1ccc(S(=O)(=O)Nc2nc3ccccc3nc2NCc2ccco2)cc1
-6	106	103	-9	2	104	0	-3	0	8	-69	O=C(NCCc1ccccc1)c1cc(S(=O)(=O)N2CCOCC2)ccc1F
-8	101	102	-4	-2	104	-8	-11	-8	14	1	COc1ccc(-n2nnc3c(=O)n(CC(=O)OCc4ccccc4)cnc32)cc1
-5	98	99	0	0	101	0	-2	0	16	-39	O=C(CNc1ccccc1)N/N=C/c1ccc([N+](=O)[O-])o1
0	104	99	-20	0	102	0	-6	-1	12	-1	COc1cc(C=O)ccc1OCCCOc1ccc([N+](=O)[O-])cc1
2	91	93	-5	-3	78	4	-7	0	17	-3	O=C(CSc1nc2ccc([N+](=O)[O-])cc2[nH]1)NC1CCCC1
-1	107	?	-3	7	105	0	2	-4	21	-13	O=C(Nc1ccccc1)c1nn(-c2cccc(C(F)(F)F)c2)ccc1=O

At a glance, some entries already given:
Bcl-XL Bim block	RGS4-Gao reg	RGS7-Gao	Bfl-1 Bim block	Mcl-1 Bim block	RGS8-Gao	Bim-Bcl-W	Bim-Bcl-2	Bim-Bcl-B	GSH fluor	Mcl1 Bid PPI	SMILES
-1	105	98	-7	0	100	0	-6	-2	41	19	Cc1ccccc1S(=O)(=O)Nc1nc2ccccc2nc1NCCO
-6	98	101	-2	-2	102	-4	-2	-1	10	-25	O=C(OC1Cn2c(=O)ccc(=O)n2C1)c1ccc([N+](=O)[O-])cc1
-6	103	98	-17	-2	101	0	-7	-8	38	-9	CN(C)/C=C1/C=C(c2ccccc2)OC1=O

Later entries
Bcl-XL Bim block	RGS4-Gao reg	RGS7-Gao	Bfl-1 Bim block	Mcl-1 Bim block	RGS8-Gao	Bim-Bcl-W	Bim-Bcl-2	Bim-Bcl-B	GSH fluor	Mcl1 Bid PPI	SMILES
0	99	?	0	0	100	-2	3	-1	18	5	CC(O)CNCc1ccc(Cl)cc1Cl (stereo not drawn)
-5	101	100	-9	-6	103	2	-11	-13	9	-24	Cc1[nH]c(=S)[nH]c(=O)c1CCOc1ccccc1
0	101	98	1	4	101	2	5	-3	16	-3	CC(NC(N)=O)C(=O)NCC(=O)OCc1ccccc1 (stereo not drawn)
-1	90	90	-3	-1	95	-3	-3	-1	9	-13	Cc1cc(C)n2nc(CC(=O)NC3CCCCCC3)nc2n1
-9	98	100	-18	-4	96	-6	-11	-12	12	-12	O=C(O)CSc1ncccc1C(=O)O
18	85	57	66*	23	74	45*	25	-2	14	99*	CC1=CC(=O)c2c(O)ccc(O)c2C1=O
1	101	101	-2	0	100	0	0	0	22	-1	COc1ccc(S(=O)(=O)N[C@@H](Cc2ccccc2)C(=O)N2CC[C@@]3(O)CCCC[C@H]3C2)cc1
-4	96	97	-12	0	98	0	-6	-7	30	7	CC(=O)Cc1nsc(NC(=O)c2cc(-c3cccc(C(F)(F)F)c3)oc2C)n1
-2	101	96	-6	-2	97	-1	-3	-6	13	-46	Oc1ccc(F)c2cccnc12
6	92	96	-14	-1	89	0	-6	-5	69	7	O=C1N=C(N2CCCCC2)SC1=C1CCCC1
-14	90	91	-6	0	96	0	-2	-3	46	-21	Cc1cc(C)c(NC(=O)CS(=O)CC(=O)NC2CCCc3ccccc32)c(C)c1 (stereo not drawn)
-13	101	98	-9	3	102	1	-6	-6	62	-43	N#CC1=C(N)OC2=C(C(=O)CCC2)C1c1ccncc1 (stereo not drawn)
-7	92	94	-9	-3	89	-5	-3	-8	18	6	Cc1cccc(N2C(=O)/C(=C\c3ccc(OC(F)F)cc3)c3ccccc3C2=O)c1
-1	99	98	0	-2	100	0	0	-1	23	2	CN(C)S(=O)(=O)N(CC(=O)Nc1ccccc1)c1ccccc1
-5	97	96	-16	-1	98	1	-10	-7	38	-16	Cc1ccc(Cl)cc1N1CCN(C(CC(C)C)c2nnnn2CC2CCCO2)CC1 (stereo not drawn)
-1	101	98	-3	0	103	2	0	-1	8	-35	Cc1cc(C)c2nc(SCC(=O)NCC3CCCO3)c(C#N)cc2c1 (stereo not drawn)
-4	99	102	0	-4	102	-1	2	-3	5	-4	CCN(C(=O)COC(=O)c1c2c(nc3ccccc13)/C(=C/c1ccccc1)CC(C)C2)C1CCS(=O)(=O)C1 (stereo not drawn)
30	101	100	35	26	103	16	29	19	3	-7	CCCCC(=O)NC(c1ccccc1Cl)c1c(O)ccc2ccccc12 (stereo not drawn)
-4	100	99	0	0	102	-3	0	-4	10	-9	CCNc1ccc(C2(O)C(=O)c3ccccc3C2=O)cc1
0	98	99	6	-2	99	7	-6	-16	40	-39	NC(=S)N/N=C/c1ccc(-c2ccc(Cl)c(Cl)c2)o1
-4	88	92	-8	-1	100	-3	-3	-2	17	-14	COc1ccc(-c2nc(SC(CC(=O)NCCO)c3cccs3)n[nH]2)cc1 (stereo not drawn)
-3	101	104	-12	2	109	-2	-3	-4	13	-13	COc1ccc(CCNC(=O)CSCc2ccc(Cl)cc2)cc1OC
-3	100	100	-4	0	98	-3	-2	-2	15	-7	O=C(/C=C\c1ccccc1)Oc1cccc2cccnc12
-3	103	102	-8	0	104	0	-8	-3	12	-32	COCCNC(=O)c1c[nH]n2c(=O)cc(C3CCN(C(=O)OC(C)(C)C)CC3)nc12
-2	106	103	4	0	106	0	0	-5	6	-14	O=C1C2C3C=CC(C4CC34)C2C(=O)N1/N=C/c1ccc(-c2cccc([N+](=O)[O-])c2)o1 (stereo not drawn)
-12	100	102	-7	-11	100	-7	-7	-30	14	-99	Cc1cc(-c2n[nH]c(=S)n2/N=C/c2ccc(Br)s2)n[nH]1
0	104	106	-6	0	103	2	-5	-3	19	-99	CC(=O)c1ccc(-c2nnc(CCC(=O)N(C)Cc3c(C)nc4ccccn34)o2)s1
-6	98	100	-10	0	100	-4	1	-7	4	-20	O=C(N/N=C\c1cn[nH]c1-c1ccccc1)c1cccnc1
-6	102	98	-19	-4	100	0	-10	-8	25	46	OCCN(Cc1ccccc1)Cc1ccc(C(F)(F)F)cc1

Screens deposited in PubChem BioAssay by several laboratories.
